Rev-erbA mod: modulators of human Rev-erb alpha DNA binding. P20393. Rev-erbα–FITC-DNA binding, fluorescence polarization, 90 min. activity, % at 10 µM. 0.79% of 370,000 active;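 active = activity above about 14%, limit read from the data; passing the limit was not always enough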;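 note: 0% = DMSO wells with 35 nM protein and 100% = DMSO wells with 750 nM protein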
rCAG binder: molecules binding r(CAG) RNA repeats. AID 651821. r(CAG) RNA repeat, TO-PRO-1 dye displacement fluorescence. inhibition, % at 3 µM. 1.3% of 370,000 active;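 active = inhibition above the plate cutoff, the mean of all test compounds on that plate plus 3 SD, cut at about 35% in these data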;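 note: 0% = DMSO alone and 100% = 100 µM mitoxantrone as full dye displacement; higher means more dye released from RNA so lower well fluorescence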
HTRA1 inh: blocks human HTRA1 serine peptidase. Q92743. recombinant HTRA1, FP-rhodamine activity-based probe, fluorescence polarization. inhibition, % at 5.96 µM. 0.5% of 340,000 active. AID 504803; in the data active = inhibition above about 36%;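 note: 0% = enzyme with DMSO and 100% = wells lacking enzyme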
PG9 binder: binds the HIV-1 gp120 antibody PG9; TR-FRET gp120-PG9 antibody binding; inhibition, % at 6.7 µM; 0.43% of 360,000 active; AID 624416; in the data active = inhibition above about 8.5%
SMARCA2 activ: activators of SMARCA2 function; MG213 cells, MMTV-luciferase reporter, dexamethasone, overnight; activation, % at 9.1 µM; 1% of 370,000 active; AID 652017; in the data active = activation above about 7.8%;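 note: 0% = vehicle wells and 100% = reference activator wells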
ASAP1 GAP inh: inhibitors of human ASAP1 ArfGAP activity; Q9ULH1; ASAP1-stimulated ARF1 GTP hydrolysis, GDP FP detection; inhibition, % at 16.5 µM; 0.19% of 360,000 active; in the data active = inhibition above about 25%;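 note: 0% = vehicle with enzyme and substrate and 100% = no enzyme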
Target sequence (Q9ULH1 325-724 limits assumed): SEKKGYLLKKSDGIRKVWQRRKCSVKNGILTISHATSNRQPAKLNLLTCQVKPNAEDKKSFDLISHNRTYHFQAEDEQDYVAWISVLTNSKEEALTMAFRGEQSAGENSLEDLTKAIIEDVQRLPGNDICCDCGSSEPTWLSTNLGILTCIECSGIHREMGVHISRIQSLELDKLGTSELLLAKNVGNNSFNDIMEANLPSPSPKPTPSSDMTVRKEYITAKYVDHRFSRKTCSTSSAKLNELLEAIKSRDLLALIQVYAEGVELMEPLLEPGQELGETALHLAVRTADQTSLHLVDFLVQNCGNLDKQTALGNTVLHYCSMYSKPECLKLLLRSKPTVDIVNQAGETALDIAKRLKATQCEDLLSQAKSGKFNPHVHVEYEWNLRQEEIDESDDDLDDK
NPR1 activator: GC-A (human) enzyme activation | P16066 | HEK293 GC-A cells, cGMP TR-FRET, EC30 ANP; 0% at EC30 ANP, 100% saturating ANP | activation, % at 10 µM | 0.14% of 370,000 active | AID 1671463; in the data active = activation above about 40%
ARFGAP1 inh: inhibitors of rat ARFGAP1. Arfgap1-stimulated ARF1 GTP hydrolysis, GDP FP detection. inhibition, % at 16.5 µM. 0.26% of 360,000 active. AID 651572;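 active = inhibition above a per-plate limit, mean inhibition of low control wells plus 3 SD, cut at about 25% in these data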;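 note: 0% = DMSO wells with enzyme and 100% = wells lacking Arfgap1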
Target sequence (Q62848 1-136 limits assumed): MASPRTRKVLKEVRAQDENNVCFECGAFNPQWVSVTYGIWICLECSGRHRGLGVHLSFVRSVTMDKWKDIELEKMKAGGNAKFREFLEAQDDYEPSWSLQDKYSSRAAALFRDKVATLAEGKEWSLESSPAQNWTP
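Assay system: Rat Arfgap1 GAP domain (His6, aa 1-136), purified enzyme | Buffer or medium: HEPES 25 mM pH 7.5, NaCl 150 mM, MgCl2, DTT | Schedule: GTP hydrolysis reaction 2 h at 25 °C | Signal: FP of antibody-bound GDP Alexa 633 tracer, ex 620/em 688 nm | Measure: Percent inhibition of Arfgap1-stimulated GTP hydrolysis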
ABHD4 inh: ABHD4 (mouse) inhibition, primary FP screen; Q8VD66; purified mABHD4, FP-Rh probe fluorescence polarization; inhibition, % at 8.92 µM; 0.54% of 370,000 active; AID 720543;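 active = inhibition exceeding the mean over every tested compound plus 3 SD, cut at about 30% in these data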;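 note: 0% = plate median of compound wells and 100% = S159A mutant with DMSO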
Target sequence (Q8VD66 whole entry, looked up): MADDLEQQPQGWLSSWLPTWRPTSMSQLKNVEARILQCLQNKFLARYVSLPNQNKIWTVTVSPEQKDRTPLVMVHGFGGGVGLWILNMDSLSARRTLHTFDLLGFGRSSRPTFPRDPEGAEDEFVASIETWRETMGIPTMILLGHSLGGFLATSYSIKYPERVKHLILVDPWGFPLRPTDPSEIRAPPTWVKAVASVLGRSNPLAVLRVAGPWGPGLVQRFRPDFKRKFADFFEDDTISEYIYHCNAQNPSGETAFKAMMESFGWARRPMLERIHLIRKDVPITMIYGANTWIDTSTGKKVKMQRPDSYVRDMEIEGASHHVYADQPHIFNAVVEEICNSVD
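System: mouse ABHD4 enzyme, wild type / Medium: HEPES pH 7.0, NaCl, Pluronic buffer / Reagent: FP-Rh activity-based fluorescent probe / Control set: S159A mutant high control, sample median low control / Detection: fluorescence polarization with parallel and perpendicular emission, 525/598 nm / Schedule: 45 min + 60 min at 25 °C / Compound dosing: 8.92 µM, single dose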
NPR2 activator: GC-B (human) receptor activation. HEK293-GC-B cells, CNP EC30, cGMP TR-FRET; 0% at EC30 CNP, 100% saturating CNP. 0.11% of 370,000 active. AID 1920062. activation, % at 10 µM;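 active = activation at 10 µM reaching about 35% in either raw or pattern-adjusted values, limit read from the data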
Active calls of the source: *; nt = no result given. No enrichment for hits; any-hit rate near 4.4%.

SMILES | Rev-erbA mod | rCAG binder | HTRA1 inh | PG9 binder | SMARCA2 activ | ASAP1 GAP inh | NPR1 activator | ARFGAP1 inh | ABHD4 inh | NPR2 activator
CC1=C(N2CCOCC2)CCC1=O | 2 | 2 | 6 | -0.5 | 1 | 7 | 1 | 3 | 5 | 3
COc1ccc(S(=O)(=O)Nc2ccc(Oc3ccsc3C(=O)O)cc2)cc1 | -3 | 9 | -3 | -1.2 | -1 | 9 | -2 | 4 | 1 | 8
O=C(Nc1nc(-c2ccco2)cs1)c1ccccc1 | -7 | 11 | -15 | -1.7 | 3 | -11 | 16 | 0 | 1 | 5
CCCCNS(=O)(=O)c1ccc2nc(-c3cccnc3)cc(C(=O)NCCOC)c2c1 | -8 | 2 | -6 | -1.9 | -2 | -9 | -4 | -4 | -3 | -5
CC(C)c1ccccc1NC(=S)NC(C)c1ccccc1 (configuration not stated) | 2 | -5 | -5 | 0.5 | -2 | 6 | -8 | -11 | -3 | -7
CC(CN1CCOCC1)OC(=O)c1cccc(Cl)c1 (configuration not stated) | 1 | -3 | 0 | -2.4 | 0 | 4 | 3 | 1 | 2 | 3
Cc1ccc(C(=O)NS(=O)(=O)c2ccc(N=NN(C)C)cc2)cc1 | -1 | 7 | 10 | 1.2 | -3 | -5 | -2 | 8 | 10 | -1
CCOc1ccc(C(C)NC(=O)c2cccc(F)c2)cc1 (configuration not stated) | -4 | 2 | -5 | 0.1 | -3 | -14 | 0 | 7 | -4 | 1
O=C(COC(=O)CNC(=O)c1ccccc1)Nc1nc(-c2ccccc2)cs1 | -1 | 1 | -9 | -2.5 | 4 | -7 | 7 | 8 | 2 | -2
CCc1nc2sc3c(O)cc(=O)[nH]c3c2cc1C | 0 | 0 | -2 | -3.2 | -2 | 24 | 3 | -3 | -1 | -5
O=C(COC(=O)C12CC3CC(CC(C3)C1)C2)N1CCN(S(=O)(=O)c2ccccc2)CC1 | -2 | -3 | 3 | 3.4 | -2 | -10 | 2 | 29* | 6 | -2
CCN(c1ccccc1)c1nc2ccsc2c(=O)s1 | 5 | -2 | -25 | -0.4 | 4 | 11 | 0 | 4 | -4 | 3
COc1ccccc1N1CCN(/N=C(\C)c2ccccc2O)CC1 | 2 | 2 | 0 | 1.5 | 3 | -16 | 3 | -7 | 0 | 6
O=C(Nc1ccccc1F)C1C2C=CC3(O2)C1C(=O)N(c1cccnc1)C3C(=O)NC1CCCCC1 (configuration not stated) | nt | -3 | 3 | -0.9 | -1 | 0 | nt | -1 | 0 | nt
COc1ccc(-c2n(Cc3ccccc3)c3ccccc3[n+]2Cc2ccccc2)cc1 | -1 | 5 | -21 | 0.1 | -2 | -13 | -21 | -10 | -8 | -15
O=C(NC1CCCCC1)C1c2ccccc2OCC(=O)N1CCc1ccccc1 (configuration not stated) | -9 | 0 | nt | -0.3 | 1 | 1 | -6 | 7 | 3 | 0
COc1cc(OC)cc(C(=O)NC2CCN(CCCOc3ccccc3)CC2)c1 | 0 | -9 | 2 | 0.4 | 0 | -5 | -2 | 3 | 5 | -1
O=C(CC1C(=O)NCCN1Cc1cccc(C(F)(F)F)c1)NC1CCOCC1 (configuration not stated) | 3 | 0 | 2 | -0.7 | -1 | -14 | 1 | 5 | -3 | 2
Cc1ccc(SCC(=O)NC2CCS(=O)(=O)C2)cc1C (configuration not stated) | 6 | 1 | 3 | 0.6 | 2 | -8 | 4 | -9 | -5 | 1
CSCCC(NS(=O)(=O)c1ccc(C)cc1)C(=O)N1CCCC1 (configuration not stated) | 1 | 1 | 7 | 0.0 | 0 | 12 | 5 | -3 | 1 | 1
CNC(=O)Cc1nc2ccccc2n1CC(=O)Nc1cc(C)cc(C)c1 | -4 | 1 | 0 | 0.3 | -2 | -4 | -3 | -1 | -4 | 2
CSCCC(NC(=O)c1ccco1)C(=O)N1CCN(C(c2ccccc2)c2ccccc2)CC1 (configuration not stated) | 0 | -2 | -21 | 3.5 | -2 | -11 | 0 | -15 | -2 | -12
Brc1ccc(-c2csc(N3CCC(c4ccccc4)C3)n2)cc1 (configuration not stated) | 4 | 1 | 1 | 0.6 | 3 | -1 | 4 | -7 | -3 | 2
O=C(Nc1ccc(Br)cn1)c1ccc(Cl)s1 | -1 | 13 | -15 | -0.2 | 7 | 12 | 23 | -13 | 0 | 0
CC(O)(c1cccc(F)c1)c1nc(-c2cc3ccccc3o2)cs1 (configuration not stated) | 1 | 2 | nt | 0.5 | -2 | -3 | 3 | 12 | -26 | -4

Continued (five carried over from the part before).
SMILES | Rev-erbA mod | rCAG binder | HTRA1 inh | PG9 binder | SMARCA2 activ | ASAP1 GAP inh | NPR1 activator | ARFGAP1 inh | ABHD4 inh | NPR2 activator
CNC(=O)Cc1nc2ccccc2n1CC(=O)Nc1cc(C)cc(C)c1 | -4 | 1 | 0 | 0.3 | -2 | -4 | -3 | -1 | -4 | 2
CSCCC(NC(=O)c1ccco1)C(=O)N1CCN(C(c2ccccc2)c2ccccc2)CC1 (configuration not stated) | 0 | -2 | -21 | 3.5 | -2 | -11 | 0 | -15 | -2 | -12
Brc1ccc(-c2csc(N3CCC(c4ccccc4)C3)n2)cc1 (configuration not stated) | 4 | 1 | 1 | 0.6 | 3 | -1 | 4 | -7 | -3 | 2
O=C(Nc1ccc(Br)cn1)c1ccc(Cl)s1 | -1 | 13 | -15 | -0.2 | 7 | 12 | 23 | -13 | 0 | 0
CC(O)(c1cccc(F)c1)c1nc(-c2cc3ccccc3o2)cs1 (configuration not stated) | 1 | 2 | nt | 0.5 | -2 | -3 | 3 | 12 | -26 | -4
C1CCCCCC(NCCN2CCNCC2)CCCCC1 | 1 | 4 | 7 | -0.3 | -1 | -6 | 7 | 2 | 5 | -6
CN1C(=O)CSc2ccc(NC(=O)Nc3ccccn3)cc21 | 0 | 3 | -8 | -0.6 | 0 | -5 | 4 | -12 | -4 | 5
COc1ccc(N(C(=O)c2snc(C(N)=O)c2N)C(C(=O)NC2CCCC2)c2cc(OC)ccc2OC)cc1 (configuration not stated) | 2 | 12 | -22 | 2.3 | -1 | 6 | -64 | 1 | -26 | -29
COc1ccc(NC(=O)CN(C)C(=O)c2oc3ccccc3c2C)cc1 | -3 | -4 | -1 | -0.3 | 2 | 0 | 3 | 14 | 2 | -5
c1ccc2c3c([nH]c2c1)-c1[nH]ncc1CC3 | 6 | 14 | 9 | -4.4 | -3 | -9 | 6 | -7 | 14 | -5
Cc1ccc(OCCC(=O)OCC(=O)Nc2ccc(N3CCOCC3)cc2)cc1 | -1 | -4 | -3 | 0.7 | -3 | -6 | 4 | 2 | 4 | 1
Cc1nn(CC(=O)NNC(=O)c2cccc(Br)c2)c(C)c1[N+](=O)[O-] | 3 | 0 | 3 | 0.6 | 0 | -10 | -9 | -6 | 2 | 1
Cc1cccc(C)c1NC(=O)CN(C)C(=O)c1cc(S(=O)(=O)N(C)C)ccc1N1CCCC1 | -7 | -4 | -5 | 0.1 | -3 | -6 | 4 | -19 | 3 | -3
Cc1cccc(C)c1NC(=O)CNC(=O)C(C)N1CCCCC1 (configuration not stated) | -7 | -1 | -7 | -1.3 | -5 | -13 | 12 | -7 | -3 | 3
O=C(CSc1nnc(-c2ccncc2)o1)NC1CCCCC1 | 0 | -5 | 3 | -0.8 | -4 | -2 | 0 | 0 | 2 | 5
O=C1CC(c2cccs2)c2cc3c(cc2N1)OCO3 (configuration not stated) | -5 | 5 | 7 | 0.1 | -5 | -3 | -6 | 11 | 5 | -1
Cn1cc(S(=O)(=O)NCc2ccc(F)cc2)c(=O)n(C)c1=O | -2 | -3 | -2 | -0.2 | 2 | 3 | 1 | 17 | 0 | 0
COc1ccccc1Cc1nc2ccccc2n1S(=O)(=O)c1ccc(Cl)cc1 | -3 | 0 | 10 | -2.1 | -1 | 13 | 0 | 7 | 5 | -1
CN1C(=O)[C@@]2(O[C@H]3c4ccccc4C=CN3C3=C2C(=O)CCC3)c2ccccc21 | 1 | 2 | nt | 0.2 | -3 | -7 | -4 | 1 | 0 | 7
COc1ccc(N2CCN(C(=O)CN=C3NS(=O)(=O)C(c4ccc(C)cc4)=C3C)CC2)cc1 | 5 | 4 | -2 | -0.3 | -5 | -1 | 5 | -6 | 4 | 0
C[C@]12c3[nH]c4ccccc4c3CCN1C(=O)C(CC(=O)NCc1cccc(C(F)(F)F)c1)C[C@@H]2C(=O)N1CCCCC1 (some centres not stated) | 4 | 4 | -2 | -0.8 | -2 | -4 | -18 | 17 | 3 | -11
O=C(NNC(=O)c1c(F)cccc1F)c1sccc1-n1cccc1 | 3 | -1 | 10 | -0.9 | 1 | 6 | -1 | -4 | -5 | 3
Cc1cccc(CN2CCc3c([nH]c4ccccc34)C2CC(C)C)n1 (configuration not stated) | 1 | -4 | -4 | -1.5 | 0 | 8 | -5 | 0 | -2 | 1
CCCCn1c(N)c(N(CCOC)C(=O)CN2c3ccccc3CC2C)c(=O)[nH]c1=O (configuration not stated) | -2 | -3 | 3 | -1.9 | -1 | -9 | 2 | 1 | -6 | 1
O=C(CSc1nnc(-c2ccc(OC(F)F)cc2)o1)NCc1cccs1 | -1 | -10 | 1 | -1.6 | 1 | 17 | 3 | -7 | -3 | 0
O=C(CCC(=O)N1CCCC(Nc2ccccc2)C1)c1ccc(F)cc1 (configuration not stated) | -5 | -2 | 0 | 1.1 | -4 | 7 | 3 | 10 | -5 | 2
O=C(CCn1c(=S)[nH]c2cc3c(cc2c1=O)OCO3)NCc1cccc(Cl)c1 | 16 | 2 | 6 | 3.8 | 0 | -1 | 0 | -2 | -4 | -8

Individual results from the list:
Value of CN1C(=O)CSc2ccc(NC(=O)Nc3ccccn3)cc21 in ARFGAP1 inh: -12
Value of COc1ccc(NC(=O)CN(C)C(=O)c2oc3ccccc3c2C)cc1 in ABHD4 inh: 2

Printed as active in ARFGAP1 inh (from the list above):
SMILES	Rev-erbA mod	HTRA1 inh	PG9 binder	SMARCA2 activ	ASAP1 GAP inh	NPR1 activator	ARFGAP1 inh	ABHD4 inh	NPR2 activator
O=C(COC(=O)C12CC3CC(CC(C3)C1)C2)N1CCN(S(=O)(=O)c2ccccc2)CC1	-2	3	3.4	-2	-10	2	29*	6	-2

High-throughput results: PubChem, several laboratories
